NadD inh: NadD (S. aureus) enzyme inhibition; purified NadD enzyme, colorimetric absorbance read-out; inhibition, % at 20 µM; hit rate 0.78% among 360,000; AID 602399; in the data active = inhibition above about 26%; also: some compounds past the cut are filed as inactive
Rin1-Abl PPI inh: human Rin1-Abl interaction inhibition | P00519+Q13671 | TR-FRET Rin1/Abl binding, biochemical | inhibition, % at 7.35 µM | hit rate 0.4% among 360,000 | AID 588664; in the data active = inhibition above about 5%, passing the limit was not always enough
MT1-MMP act inh: MT1-MMP (human) activation inhibition. hit rate 0.061% among 360,000. P50281. GFP/RFP ratio change, % at 20 µM. HT1080 RFP-PRO-GFP cells, GFP/RFP ratio fluorescence, overnight; percent of plate control window, DMSO zero. AID 651647;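 active = GFP/RFP ratio change of at least 30% with cell ATP level not reduced by more than half and red fluorescence within 50% of control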; also: strong numbers were not always called active
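Compound: 20 µM single dose, 1% DMSO / System: HT1080 RFP-PRO-GFP cells / Controls: DMSO and RFP-L50D-GFP cell wells / Read-out basis: GFP/RFP fluorescence ratio / Schedule: overnight compound exposure at 37 °C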
Neddylation inh: blocks human cullin neddylation; P61081+Q13564; TR-FRET cullin neddylation, biochemical; calls only at 25 µM; AID 651699; hit rate 0.58% among 360,000; in the data active = inhibition above about 36%
CSN deneddyl inh: blocks human CSN-mediated cullin deneddylation; Q92905; Purified CSN, SCF-Nedd8-OG deneddylation, fluorescence polarization; inhibition, % at 12.5 µM; hit rate 0.38% among 360,000;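 active = pattern-corrected inhibition above about 35%, with an unprinted fluorescence ratio check between 0.5 and 1.5, limit read from the data, passing the limit was not always enough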;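 also: 0% = enzyme with substrate and 100% = substrate without enzyme; some results filed as inactive read as strong as hits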
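Detection – fluorescence polarization · System – HEK293T-derived human Csn5 enzyme · Controls – substrate-only high control, full reaction low control · Timing – 90 min, room temperature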
SKN-1 inh: inhibitors of C. elegans SKN-1; C. elegans VP596 Pgst-4::GFP/RFP ratio, acrylamide-induced, 24 h; AID 624304; inhibition, % at 21.8 µM; hit rate 0.49% among 360,000;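 active = interference check ratio from 0.5 to 1.5 plus GFP to RFP signal ratio inhibition reaching or exceeding a fixed threshold, cut at about 30% in these data, passing the limit was not always enough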; also: some compounds called inactive have numbers as strong as hits
PABP1 MLLE inh: blocks PAM2 peptide binding to the PABP1 MLLE domain. inhibition, % at 20 µM. AID 588489. P11940. GST-MLLE / FITC-PAM2 fluorescence polarization. hit rate 0.36% among 360,000; in the data active = inhibition above about 35%, passing the limit was not always enough;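 also: plate controls were DMSO wells with GST-MLLE for no effect and wells lacking GST-MLLE protein for full effect; some results filed as inactive read as strong as hits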
Target sequence (P11940 whole entry, looked up, the tested form may be a part): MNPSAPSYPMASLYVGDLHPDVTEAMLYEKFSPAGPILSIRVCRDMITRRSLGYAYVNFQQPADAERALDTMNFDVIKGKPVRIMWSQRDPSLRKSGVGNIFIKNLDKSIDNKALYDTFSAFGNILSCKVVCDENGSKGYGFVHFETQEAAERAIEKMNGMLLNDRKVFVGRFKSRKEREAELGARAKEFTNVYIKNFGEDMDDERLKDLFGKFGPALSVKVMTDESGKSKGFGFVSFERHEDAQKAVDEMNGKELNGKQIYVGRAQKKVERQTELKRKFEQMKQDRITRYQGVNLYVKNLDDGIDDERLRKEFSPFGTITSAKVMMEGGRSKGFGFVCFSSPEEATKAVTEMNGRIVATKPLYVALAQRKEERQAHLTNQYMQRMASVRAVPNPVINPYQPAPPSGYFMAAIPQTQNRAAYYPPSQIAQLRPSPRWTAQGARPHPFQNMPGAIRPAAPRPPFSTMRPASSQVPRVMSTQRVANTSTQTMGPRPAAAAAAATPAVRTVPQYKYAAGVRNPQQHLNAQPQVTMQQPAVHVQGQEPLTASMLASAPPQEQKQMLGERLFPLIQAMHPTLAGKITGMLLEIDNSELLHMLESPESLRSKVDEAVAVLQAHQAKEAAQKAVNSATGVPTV
Rpn11 inh: blocks the human proteasome subunit Rpn11 | O00487 | human 26S proteasome, Ub4-pepOG fluorescence polarization; 20S core pre-blocked with epoxomicin | hit rate 0.59% among 360,000 | calls only at 20 µM;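 active = inhibition at 20 µM, scaled to each plate's controls, above about 33%, limit read from the data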
Target sequence (O00487 whole entry, looked up): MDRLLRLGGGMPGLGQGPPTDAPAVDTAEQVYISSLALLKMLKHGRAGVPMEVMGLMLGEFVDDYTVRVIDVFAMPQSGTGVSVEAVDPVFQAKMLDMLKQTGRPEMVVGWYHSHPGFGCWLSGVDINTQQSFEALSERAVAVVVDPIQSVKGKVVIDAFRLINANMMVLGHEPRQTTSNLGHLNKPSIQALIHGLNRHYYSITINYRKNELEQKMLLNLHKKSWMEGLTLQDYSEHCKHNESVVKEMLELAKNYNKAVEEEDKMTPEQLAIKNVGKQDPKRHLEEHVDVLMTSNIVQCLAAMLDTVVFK
FAS TE block: inhibitors of human fatty acid synthase thioesterase domain. P49327. recombinant FAS-TE, OMFH fluorogenic substrate, fluorescence endpoint. inhibition, % at 15 µM. hit rate 0.67% among 360,000. AID 602261;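 active = compounds whose normalised, plate-corrected inhibition of enzyme fluorescence in the single-dose primary screen is 50% or more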;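 also: 0% = DMSO with enzyme and 100% = substrate without enzyme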
Starred values were filed as active, the others as inactive; i = inactive; x = not tested or not shown.

| molecule | NadD inh | Rin1-Abl PPI inh | MT1-MMP act inh | Neddylation inh | CSN deneddyl inh | SKN-1 inh | PABP1 MLLE inh | Rpn11 inh | FAS TE block |
| --- | --- | --- | --- | --- | --- | --- | --- | --- | --- |
| Cc1ccc(S(=O)(=O)N2CCC(C(=O)OCC(=O)N(CC(C)C)C3CCS(=O)(=O)C3)CC2)cc1C (centres undefined) | 0 | 6 | 3 | i | 4 | 5 | 0 | i | 1 |
| CC1CN(C(=S)Nc2cccc(Cl)c2)CC(C)O1 (centres undefined) | 9 | 1 | 4 | i | 0 | 9 | -63 | i | -1 |
| CCOc1ccc(CN(C)C(=O)CCNC(=O)c2ccco2)cc1 | 3 | 8.6* | -1 | i | 2 | 5 | 4 | i | -4 |
| CCN(CC)C(=O)c1sc(NC(=O)c2ccc(C)c([N+](=O)[O-])c2)c(C#N)c1C | -5 | 1 | 7 | i | 4 | 1 | 8 | i | -1 |
| CCc1cc(CNC(=O)CC2C(=O)NCCN2CC2CCCCC2)on1 (centres undefined) | 4 | 3 | -2 | i | -4 | 12 | 15 | i | 3 |
| CN(c1ccc(C(=O)NCc2ccccc2)cc1)S(C)(=O)=O | 3 | -2 | 2 | i | 0 | 2 | 4 | i | -2 |
| Cc1nnc(-c2ccc(Cl)cc2)[nH]c1=O | -1 | -2 | 12 | i | -5 | 6 | 10 | i | -3 |
| CCOc1ccc(OCCN(C)Cc2ccccc2)cc1 | 5 | 6 | 1 | i | 2 | -15 | 2 | i | -3 |
| C=CCOc1ccc(C2C3=C(CCCC3=O)N(CC(=O)O)C3=C2C(=O)CCC3)cc1OCC | 0 | 2 | -4 | i | -4 | 9 | 7 | i | -3 |
| CCOc1ccc(C(C)(N)C(=O)O)cc1 (centres undefined) | -3 | -3 | 2 | i | 1 | 14 | -5 | i | -2 |
| CC(CCc1ccc(O)cc1)NC1c2ccccc2-c2ccccc21 (centres undefined) | -5 | 3 | 0 | i | -1 | -12 | 0 | i | 5 |
| Nc1ccc2ccccc2c1C(=O)c1ccccc1 | 0 | 1 | 0 | i | 0 | 1 | -7 | i | 12 |
| CCc1ccc(-c2cc3c(=O)n(CC(=O)N4CCCCCC4)nc(C)n3n2)cc1 | 6 | 2 | -1 | i | 0 | -13 | -4 | i | -4 |
| COc1ccc(N(CC(=O)NCCSCc2ccco2)S(=O)(=O)c2ccccc2)cc1 | -9 | 3 | -3 | i | -1 | -4 | 7 | i | 7 |
| O=C(NCc1ccccn1)C1Nc2ccc(C(F)(F)F)cc2C2C=CCC12 (centres undefined) | 0 | 0 | -3 | i | 3 | 14 | 6 | i | -5 |
| CCOc1ccc2ccccc2c1/C=N/NC(=O)CNC(=O)Cc1ccccc1 | 0 | -1 | 4 | i | 7 | -2 | -4 | i | -6 |
| N#Cc1ccsc1NC(=O)CN1CCN(Cc2ccccc2)CC1 | 1 | 4 | -5 | i | -1 | 16 | -15 | i | -2 |
| O=C(CCN1C(=O)/C(=C\c2ccccc2)SC1=S)NNC(=O)c1ccccc1O | 17 | -6 | 10 | i | 6 | 17 | 5 | i | 13 |
| CC(OC(=O)c1ccc(Cl)nc1)C(=O)N1CCc2ccccc21 (centres undefined) | -1 | 0 | -1 | i | 3 | 15 | -6 | i | 12 |
| COC(=O)[C@@H]1C[C@H]2CC[C@H](O)C[C@H]2N1Cc1ccc(C(F)(F)F)cc1 | -1 | -1 | -2 | i | -3 | 22 | -10 | i | -8 |
| COc1ccc(-n2cnnc2SCC(=O)c2ccc(S(=O)(=O)N3CCOCC3)cc2)cc1 | 3 | 3 | 1 | i | 2 | -18 | -44 | i | -11 |
| Cc1ccc(CN2CCN(C(=O)c3ccncc3)CC2)cc1 | 5 | 6 | 2 | i | 5 | 3 | 4 | i | -8 |
| CCOCCn1c(CN2CCN(CCO)CC2)nc2c1c(=O)n(C)c(=O)n2C | 3 | -1 | -4 | i | -1 | 5 | 9 | i | -8 |
| Cc1nn(Cc2c(Cl)cccc2Cl)c(C)c1NC(=O)CCCn1nc(C)c([N+](=O)[O-])c1C | -7 | -2 | -2 | i | -6 | 14 | -5 | i | 16 |
| CCOC(=O)N1CCN(C(=O)CSc2nc3ccccc3c(=O)n2-c2ccccc2)CC1 | 2 | 2 | 5 | i | -6 | 2 | -21 | i | -8 |
| O=C(CCCc1ccccc1)Nc1cccc(C(=O)O)c1 | 8 | 1 | 2 | i | 1 | 0 | -1 | i | -4 |
| COc1ccc(CN(C(=O)CNC(=O)c2ccco2)C(C(=O)NCC2CCCO2)c2ccc(OC)c(OC)c2)cc1 (centres undefined) | -2 | 3 | 2 | i | 0 | 21 | -2 | i | -5 |
| CCOC(=O)C1(CC2CCCCO2)CCN(Cc2ccc(OC)cc2F)CC1 (centres undefined) | 6 | -2 | -2 | i | -13 | 9 | -2 | i | 0 |
| O=C(NCCc1ccc(C(F)(F)F)cc1)C1CC(=O)N(c2ccc3c(c2)OCCO3)C1 (centres undefined) | 0 | 2 | -2 | i | -2 | -16 | 0 | i | -2 |
| Cc1ccc(OCC(=O)Nc2ccc(N3CCN(C(=O)c4ccco4)CC3)cc2)cc1C | 2 | 0 | 1 | i | -1 | -8 | 7 | i | 11 |

3 compounds out of the list above, arranged by their value in PABP1 MLLE inh, highest first:
Compound	PABP1 MLLE inh
CC(CCc1ccc(O)cc1)NC1c2ccccc2-c2ccccc21 (centres undefined)	0
CCc1ccc(-c2cc3c(=O)n(CC(=O)N4CCCCCC4)nc(C)n3n2)cc1	-4
N#Cc1ccsc1NC(=O)CN1CCN(Cc2ccccc2)CC1	-15

Exported field by field: 4 of the compounds above.
> CCOc1ccc2ccccc2c1/C=N/NC(=O)CNC(=O)Cc1ccccc1
  NadD inh = 0; Rin1-Abl PPI inh = -1; MT1-MMP act inh = 4; Neddylation inh = i; CSN deneddyl inh = 7; SKN-1 inh = -2; PABP1 MLLE inh = -4; Rpn11 inh = i; FAS TE block = -6
> N#Cc1ccsc1NC(=O)CN1CCN(Cc2ccccc2)CC1
  NadD inh = 1; Rin1-Abl PPI inh = 4; MT1-MMP act inh = -5; Neddylation inh = i; CSN deneddyl inh = -1; SKN-1 inh = 16; PABP1 MLLE inh = -15; Rpn11 inh = i; FAS TE block = -2
> O=C(CCN1C(=O)/C(=C\c2ccccc2)SC1=S)NNC(=O)c1ccccc1O
  NadD inh = 17; Rin1-Abl PPI inh = -6; MT1-MMP act inh = 10; Neddylation inh = i; CSN deneddyl inh = 6; SKN-1 inh = 17; PABP1 MLLE inh = 5; Rpn11 inh = i; FAS TE block = 13
> CC(OC(=O)c1ccc(Cl)nc1)C(=O)N1CCc2ccccc21 (centres undefined)
  NadD inh = -1; Rin1-Abl PPI inh = 0; MT1-MMP act inh = -1; Neddylation inh = i; CSN deneddyl inh = 3; SKN-1 inh = 15; PABP1 MLLE inh = -6; Rpn11 inh = i; FAS TE block = 12

Next section:
| molecule | NadD inh | Rin1-Abl PPI inh | MT1-MMP act inh | Neddylation inh | CSN deneddyl inh | SKN-1 inh | PABP1 MLLE inh | Rpn11 inh | FAS TE block |
| --- | --- | --- | --- | --- | --- | --- | --- | --- | --- |
| CC1CN(C2=N/C(=C/c3ccc4c(c3)OCO4)C(=O)N2)CC(C)O1 (centres undefined) | -2 | 0 | -2 | i | 1 | 1 | -105 | i | -2 |
| O=C(/C=C/c1cccc(F)c1)N(c1ccccn1)C1CCCCC1 | -1 | -4 | 3 | i | -2 | 4 | 4 | i | 4 |
| CCCCOC(=O)c1ccc(N=Nc2c(C)c(C#N)c(O)[nH]c2=O)cc1 | 52* | 0 | 0 | i | 27 | 34 | 44 | x | 34 |
| CCOC(=O)CNC(=O)c1sc2ncnc(N3CCc4ccccc4C3)c2c1C | -2 | -4 | 10 | i | 0 | 4 | 8 | i | 3 |
| Cc1ccc(Cc2c(C)c(C#N)c3[nH]c4ccccc4n3c2=O)cc1 | 1 | -2 | -8 | x | -2 | -5 | 0 | i | 4 |
| O=C(NCc1nnc(SCC(=O)N2CCCC2)o1)c1c(F)cccc1F | -2 | 0 | -1 | i | -1 | 1 | 1 | i | -6 |
| CCOC(=O)C1CCCN(C(=O)Cn2sc3nc(C)cc(C)c3c2=O)C1 (centres undefined) | -1 | -1 | -2 | i | 6 | 1 | 18 | i | -7 |
| COc1ccc(-n2c(SCC(=O)Nc3ccccc3OC)nc(O)cc2=O)cc1 | 2 | 0 | 5 | i | 3 | -10 | 9 | i | 2 |
| COc1ccc(C2C(C(C)=O)=C(O)C(=O)N2Cc2ccccc2)c(OC)c1 (centres undefined) | 2 | 1 | 5 | i | 3 | 11 | 25 | i | -4 |
| CNC(=S)NC1CC2CCCC(C1)N2Cc1ccco1 (centres undefined) | -2 | 2 | x | i | 3 | -3 | -14 | i | -11 |
| Cn1cnc2c(ncn2C2OC(CO)C(O)C2O)c1=S (centres undefined) | 0 | -2 | 4 | i | -2 | 8 | -7 | i | -13 |
| N/C(=N\OC(=O)c1cccs1)c1cccnc1 | 0 | 0 | -1 | i | 5 | 10 | 2 | i | -3 |
| CCN1CCN(c2cc(C)c3cc(NC(=S)N4CCCCC4)ccc3n2)CC1 | 0 | -4 | 2 | i | 0 | 38* | -60 | i | -6 |
| NS(=O)(=O)c1cccc(NC(=O)COC(=O)c2cc(Cl)ccc2[N+](=O)[O-])c1 | -6 | -1 | 0 | i | 1 | 8 | 0 | i | 0 |
| Cc1cc(C)nc(NNS(=O)(=O)c2ccc(Cl)cc2)n1 | 3 | 0 | 5 | i | 1 | 11 | -12 | i | -4 |
| Cc1c(C(=O)OCC2CCCO2)[nH]c2c1C(=O)CC(c1ccco1)C2 (centres undefined) | 6 | 0 | 0 | i | 25 | 1 | 0 | i | 4 |
| Cc1cccc(OCc2n[nH]c(=S)n2-c2ccccc2)c1 | 7 | -4 | 1 | i | 2 | 8 | 22 | i | -4 |
| COc1ccc(C(=O)Oc2cc(OC)cc(OC)c2C(C)=O)cc1 | -6 | 2 | -2 | i | -6 | -6 | 5 | i | 10 |
| CCOCCCn1c(SCC(=O)Nc2oc(C)c3c(C)n[nH]c(=O)c23)nnc1-c1ccncc1 | -4 | 0 | 0 | i | -8 | 0 | 17 | i | -6 |
| C/C(=C\C(=O)c1sccc1Cl)N(C)C | -2 | 0 | 1 | i | 5 | 8 | 0 | i | -4 |
| CCN(C1CCCCC1)S(=O)(=O)c1cc2c3c(c1)CCN3C(=O)CC2 | -4 | 4 | 2 | i | -5 | -7 | 3 | i | -1 |
| O=C(CN(Cc1ccc(F)cc1)C(=O)c1csnn1)NCc1ccc2c(c1)OCO2 | -4 | 1 | 1 | i | 3 | -8 | 17 | i | 4 |
| CC(=O)Nc1ccc(S(=O)(=O)NCCC(=O)NCCCc2ccccc2)cc1 | -3 | 1 | 6 | i | -1 | -13 | 2 | i | -4 |
| Cn1c(C(=O)NCc2ccccn2)cc2c(=O)n(C)c3ccccc3c21 | 2 | -1 | 3 | i | -1 | 3 | -4 | i | -7 |
| CCn1c(SCC(=O)Nc2ccc3c(c2)n(C)c(=O)n3C)nnc1-c1ccncc1 | 2 | 0 | 5 | i | 2 | 11 | -12 | i | -7 |
| O=C(COC(=O)c1ccccc1NC(=O)c1ccco1)Nc1ccc2c(c1)OC(F)(F)O2 | -2 | 0 | 3 | i | -3 | 19 | 5 | i | 20 |
| COC(=O)[C@]1(C)N[C@H](CN(C)C(=O)Nc2ccc(OC)cc2)[C@@H]2C(=O)N(C)C(=O)[C@@H]21 | -1 | 2 | 2 | i | -1 | 7 | 0 | i | -8 |
| O=C(COC(=O)/C=C/c1cccs1)Nc1nc(-c2ccccc2)cs1 | 1 | -5 | -3 | i | 1 | 1 | 9 | i | 2 |
| COC(=O)c1ccc(C(=O)OC)c(NC(=O)CN(c2ccc3c(c2)OCO3)S(C)(=O)=O)c1 | -3 | 3 | 2 | i | -2 | 5 | -3 | i | 6 |

Source: PubChem (several laboratories)
